KDM4E inh = inhibitors of human JMJD2E histone demethylase. B2RXH2. JMJD2E catalytic domain, FDH-coupled NADH fluorescence (FDH is formaldehyde dehydrogenase). Potency, µM (titrated, usually from 57.1 µM), for the others: at the top dose activity change, negative = inhibition, actives largely listed as inhibitors. actives 1.6% (n = 230,000); active means well fitted inhibition curve with a large enough effect, not every such curve was filed as active; inconclusive means small, poorly fitted or top-dose-only effect, or another doubt; inactive means no such curve, though single readings can be large or run the other way;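 further: 0% = wells with enzyme and -100% = buffer wells without enzyme; nearly all actives have a fitted effect of over 50% in size; many of its hits are not listed in these tables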
Target sequence (B2RXH2 1-337 limits assumed): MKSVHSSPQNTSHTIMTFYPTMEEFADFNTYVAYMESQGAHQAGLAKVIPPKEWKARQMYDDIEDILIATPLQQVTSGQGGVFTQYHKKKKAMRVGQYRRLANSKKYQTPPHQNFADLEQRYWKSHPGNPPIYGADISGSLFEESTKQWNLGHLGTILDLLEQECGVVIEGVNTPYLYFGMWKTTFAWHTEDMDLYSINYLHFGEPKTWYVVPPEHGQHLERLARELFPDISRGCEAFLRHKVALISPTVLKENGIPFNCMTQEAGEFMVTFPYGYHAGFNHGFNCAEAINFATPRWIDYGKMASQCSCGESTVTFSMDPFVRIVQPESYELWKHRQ
GoLoco inh red = RGS12 GoLoco-Gai1 interaction inhibition | Gai1:RGS12 GoLoco peptide FP, rhodamine, 10 min | Potency, µM (highest dose often 61.6 µM), for inactives: at the top dose activity, negative = inhibition, actives largely listed as inhibitors | actives 0.44% (n = 230,000) | AID 880; active means well fitted inhibition curve with a large enough effect, not every such curve was filed as active; inactive means no such curve, though single readings can be large or run the other way; further: on the % scale 0 is the no-effect control and ±100 the full control effect; nearly all actives have a fitted effect of over 30% in size; many of its hits are not listed in these tables
Epigenetic reg = epigenetic control regulation, reporter derepression | murine LDR cells, GFP reporter derepression, 30 h | Potency, µM (highest dose often 53.9 µM), without a hit: top-dose GFP activation, usual class: activators | actives 0.2% (n = 280,000) | AID 1865; further: % of control where 0% means no effect; nearly all actives have a fitted effect of over 60% in size
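In this reporter-derepression format, murine cells bearing a silenced integrated CMV-GFP locus incubate with test compound (30 h, 37 C), then are washed and imaged; fluorescent objects of 20–120 um count as induced cells.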
RECQ1 helicase = RECQ1 (human) helicase inhibition. P46063. RECQ1 DNA unwinding, red fluorescence kinetic read. Potency, µM (top dose mostly 57.3 µM), for inactives: at the highest dose activity, negative = inhibition, usual class: inhibitors. actives 0.54% (n = 240,000). AID 2549;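 further: plate controls were vehicle for no effect and no enzyme for full effect; nearly all actives have a fitted effect of over 30% in size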
Target sequence (P46063 whole entry, looked up): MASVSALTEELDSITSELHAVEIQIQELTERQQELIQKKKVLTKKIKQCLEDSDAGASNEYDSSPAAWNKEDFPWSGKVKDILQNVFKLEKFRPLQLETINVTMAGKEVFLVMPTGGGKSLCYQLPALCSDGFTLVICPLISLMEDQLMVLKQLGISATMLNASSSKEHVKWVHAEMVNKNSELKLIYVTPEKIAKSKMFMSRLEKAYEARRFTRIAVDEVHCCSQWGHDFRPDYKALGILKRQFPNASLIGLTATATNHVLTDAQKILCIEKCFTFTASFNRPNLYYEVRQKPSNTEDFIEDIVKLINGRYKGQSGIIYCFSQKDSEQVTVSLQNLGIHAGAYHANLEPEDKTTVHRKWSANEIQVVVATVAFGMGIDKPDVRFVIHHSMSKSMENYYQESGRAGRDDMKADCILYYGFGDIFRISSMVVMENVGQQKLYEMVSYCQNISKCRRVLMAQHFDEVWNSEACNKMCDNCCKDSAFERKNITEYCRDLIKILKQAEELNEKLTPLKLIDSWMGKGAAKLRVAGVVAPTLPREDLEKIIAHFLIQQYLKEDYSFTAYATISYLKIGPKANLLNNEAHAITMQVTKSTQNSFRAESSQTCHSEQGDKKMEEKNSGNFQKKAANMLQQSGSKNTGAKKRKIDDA
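RECQ1T1 50 nM; forked duplex (20 bp + 30-nt ss tails) 200 nM, ATP 2 mM final; pH 8.0, 2 mM MgCl2, 2.5 ug/ml poly(dI-dC); 15 min compound preincubation; discontinuous kinetic read over 2 h at RT.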
NPSR antagonist = blocks cAMP signaling of the human neuropeptide S receptor; Q6W5P4; CHO-NPSR cells, cAMP TR-FRET, antagonist mode; Potency, µM (titrated, usually from 38.3 µM), without a hit: at the top dose activity change, negative = inhibition, usual class: inhibitors; actives 1% (n = 220,000); AID 1461; further: on the % scale 0 is the no-effect control and ±100 the full control effect; nearly all actives have a fitted effect of over 50% in size; many of its hits are not listed in these tables
IMPase Li inh = IMPase inhibition in cells with lithium potentiation | CHO-M1 cells, IP1 TR-FRET (IP-One), carbachol + lithium | Potency, µM (series often up to 59.4 µM), for the others: at the top dose activity, negative = IMPase inhibition, actives largely listed as inhibitors | actives 0.35% (n = 210,000);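 further: IP1 builds up when IMPase is blocked and the TR-FRET signal falls; plate controls were basal vehicle for no effect and high inhibitor control for full effect; nearly all actives have a fitted effect of over 50% in size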
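IP1 accumulation measured by competitive TR-FRET in lysed CHO-M1 cells after 30 min compound exposure at 37C, with a small lithium addition to potentiate weak responses. Hill-equation AC50 from ratio and donor-channel data.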
KinaseGlo FLuc = Kinase-Glo luciferase inhibition (counter-screen). Kinase-Glo luciferase, ATP luminescence, 8 min. actives 0.28% (n = 200,000). Potency, µM (top dose mostly 38.3 µM), inactives show top-dose activity change, negative = inhibition, usual class: inhibitors. Q27757. AID 1379; further: on the % scale 0 is the no-effect control and ±100 the full control effect; nearly all actives have a fitted effect of over 60% in size
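Compound is pinned into ATP-containing buffer (10 uM ATP, imidazole pH 7.2, 7 mM MgCl2). Kinase-Glo luciferase reagent is then added. Light output is recorded following an 8-min room-temperature incubation.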
SMN2 splice enh = increases expression of the SMN2 splice variant; HEK293 SMN2-luciferase splicing reporter, luminescence, 30-36 h; Potency, µM (series often up to 46.1 µM), for the others: at the highest dose activity change, positive = activation, most hits filed as activators; actives 2.8% (n = 210,000); further: % of control where 0% means no effect; nearly all actives have a fitted effect of over 55% in size
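HEK293 cells carry an SMN2 minigene-luciferase reporter in which exon 7 inclusion puts luciferase in frame. Cells were seeded at 2000 cells/well, attached for 10-12 hours, then exposed to compounds for 30-36 hours at 37C before ONE-Glo luminescence.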
Numbers without * were called inactive; i = inactive; ? = inconclusive; · = not tested or not shown; [ ] = another dose, or the depositor's remark. Unless noted, the call rests on the fitted dose curve; in most records, active means well fitted curve in the direction sought with a large enough effect; inconclusive means small, poorly fitted or top-dose-only effect, or another doubt; inactive means no such curve, though single readings can be large; an effect the other way counts as inactive or inconclusive. Potency means the concentration at half of the fitted maximal effect. Only part of the results is shown, so the mix of outcomes need not match the whole.

SMILES	KDM4E inh	GoLoco inh red	Epigenetic reg	RECQ1 helicase	NPSR antagonist	IMPase Li inh	KinaseGlo FLuc	SMN2 splice enh
COc1ccc(C2C(C(=O)c3sc(C)nc3C)=C(O)C(=O)N2CCN2CCOCC2)cc1 (stereo unspecified)	-5%	-4%	-1.0%	i	2%	6%	-2%	13%
Cc1cc(C)c(S(=O)(=O)Nc2cc(SCC(=O)O)c(O)c3ccccc23)cc1C	28µM*	-2%	0.0%	-9%	-19%	1%	-2%	-115%[inhibitor]
O=C(CSCc1cnn(-c2ccccc2)c1-n1cccc1)N1CCN(Cc2ccccc2)CC1	2%	-1%	0.1%	-5%	?	22%[38.3 µM]	-3%	-19%
COc1ccccc1N(CC(=O)Nc1cccc(C(F)(F)F)c1)S(C)(=O)=O	-1%	-3%	-2.9%	i	15%	·	·	·
COc1ccc(CN(C(=O)CNC(=O)c2ccco2)C(C(=O)NC2CCCC2)c2ccco2)cc1 (stereo unspecified)	2%	4%	0.9%	1%	-2%[46.1 µM]	20%[38.3 µM]	0%	-2%
COC(=O)c1ccc(C(=O)OC)c(NC(=O)COC(=O)c2ccccc2OC)c1	?	4%	1.0%	-1%	-25%	11µM*	0%	-17%
C=CCSc1nc2c(sc3nc(C)cc(C)c32)c(=O)[nH]1	?	10%	0.0%	-1%	-2%[46.1 µM]	-14%[38.3 µM]	0%	-14%
O=C(Cc1c(F)cccc1Cl)Nc1cc(S(=O)(=O)N2CCCCC2)ccc1N1CCOCC1	?	0%	-0.3%	-13%	-50%	·	·	·
CCN(CC)N=Nc1ccc(C(=O)O)cc1	1%	-7%	1.1%	-8%	0%	9%	4%	0%
CCOC(=O)c1c(/N=C/C2=C(O)CC(C)(C)CC2=O)sc2c1CCCC2	-5%	3%	0.0%	1%	-4%[7.67 µM]	·	·	·
CN1CCN(S(=O)(=O)c2ccc(Br)c3nsnc23)CC1	0%	-4%	-1.5%	19%	3%[46.1 µM]	3%[38.3 µM]	-4%	4%
C=C(C)Cn1c(SCC(=O)N/N=C/c2c(O)ccc3ccccc23)nc2ccccc2c1=O	-5%	8%	16%	-17%	-5%	3%	-2%	-71%[inhibitor]
CC1=C(C(=O)OC2CCCCC2)C(c2cccnc2)n2nnnc2N1 (stereo unspecified)	1%	-3%	11%	13%	14%	8%	-5%	-75%[inhibitor]
O=C(Nc1ccccc1)c1cc(Cl)nc2ccccc12	3%	1%	0.0%	1%	-3%	8%	0%	-23%
CC(=O)Oc1c(S(=O)(=O)c2ccc(C)cc2)c(C)nn1C(C)(C)C	5%	3%	1.3%	-3%	-9%[46.1 µM]	5%[38.3 µM]	-4%	-1%
COc1ccc(-c2noc(CN3CCOCC3)n2)cc1OC	8%	-15%	-1.1%	9%	4%[46.1 µM]	15%[38.3 µM]	-2%	?
Cc1[nH]c(=O)[nH]c(=O)c1NC(=O)c1ccc(OC(C)C)cc1	11%	11%	-1.1%	1%	-16%	3%	-2%	·
CC(=O)N[C@H](C(=O)O)C(C)(C)SN=O	7%	6%	-1.2%	-10%	?	11%	-2%	0%
N#CNC(N)=Nc1cccc(Cl)c1	-3%	0%	-1.0%	-1%	-8%[46.1 µM]	9%[38.3 µM]	-4%	·
CC(=O)Nc1ccc(Nc2ncnc3ccccc23)cc1	-8%	12%	-3.9%	-1%	-10%	·	·	·
O=C(NC1CCS(=O)(=O)C1)c1cn(-c2ccccc2)nc1-c1ccccc1 (stereo unspecified)	1%	-7%	-0.7%	-8%	-6%[46.1 µM]	-32%[38.3 µM]	-3%	-11%
COc1ccccc1CNC(=O)C1CCN(S(=O)(=O)c2ccc3c(c2)OCCCO3)CC1	1%	-35%	0.0%	-3%	2%[46.1 µM]	-8%	5%	-17%
COC(=O)CC1NCCNC1=O (stereo unspecified)	1%	-9%	-0.2%	i	-6%[46.1 µM]	3%[38.3 µM]	2%	-7%
O=C1c2ccccc2C(=O)C1(CO)c1ccccc1	3%	-10%	-0.1%	-7%	-39%	18%	-12%	166%
NC(=O)C1CCN(S(=O)(=O)c2cccc(C(=O)O)c2)CC1	3%	4%	2.1%	i	2%[46.1 µM]	19%[38.3 µM]	-2%	10%

(more compounds)
SMILES	KDM4E inh	GoLoco inh red	Epigenetic reg	RECQ1 helicase	NPSR antagonist	IMPase Li inh	KinaseGlo FLuc	SMN2 splice enh
Cc1ccnc(NS(=O)(=O)c2ccc(NC(=O)c3ccc([N+](=O)[O-])s3)cc2)n1	-12%	6%	1.1%	13%	-1%	10%	0%	-80%
O=C(NC(=S)Nc1ccccc1)c1cc(-c2ccccc2)nc2ccccc12	?	-3%	3.6%	-2%	4%[46.1 µM]	?	-5%	20%
Cc1ccccc1NC(=O)c1c(C)nn(-c2ccccc2)c1Cl	5%	-17%	5.2%	-3%	-5%	-4%	-5%	-6%
CC(=O)c1ccccc1NS(=O)(=O)c1ccccc1Cl	-9%	13%	-1.3%	i	-5%	5%	3%	8%
COc1cccc(N=Cc2ccc(O)cc2O)c1	-4%	25%	5.5%	-10%	-2%[46.1 µM]	-6%[38.3 µM]	-2%	-1%
Cc1nc2ccccn2c1C(=O)NNC(=S)Nc1ccc(Cl)cc1	11%	-2%	-0.7%	0%	-4%	0%	-4%	8%
Cc1oc(C)c2c(=O)ccc3c(c12)OC(N)=C(C#N)C3c1ccc(F)cc1 (stereo unspecified)	?	196%[activator]	0.4%	-4%	-14%[46.1 µM]	15%[38.3 µM]	-4%	-7%
CCNC(=O)COC(=O)/C=C/c1c(C)nn(Cc2cccc(OC)c2)c1Cl	4%	1%	2.6%	-3%	-4%	13%	·	·
O=C(CN1C(=O)c2cccc3cccc(c23)C1=O)NCCN1CCOCC1	?	5%	0.3%	0%	14%	-9%	2%	4%
CS(=O)(=O)NN1C(=O)c2ccccc2NC1c1cc2ccccc2nc1Cl (stereo unspecified)	-7%	-5%	-1.1%	-1%	2%	10%	3%	-15%
CCC1CCCCN1CCCNC(=O)CNC(=O)Cn1ccc2ccccc2c1=O (stereo unspecified)	?	21%	-1.1%	-3%	-4%[46.1 µM]	-15%[38.3 µM]	-8%	-1%
C=CCC(C)(O)/C=C/c1ccccc1 (stereo unspecified)	-5%	4%	2.2%	-10%	·	19%	2%	4%
O=C(c1ccco1)N1CCC2(CC1)CCN(c1ccccc1)CC2	·	14%	·	-14%	·	12%	-1%	-24%
Cc1c(N2C(=O)/C(=C\c3cccc4ccccc34)SC2=S)c(=O)n(-c2ccccc2)n1C	-4%	3%	-5.7%	-6%	-15%[46.1 µM]	21%	1%	6%
COc1ccc(C2=Nc3ccc(Br)cc3C(c3ccccc3)N2CC(=O)NN)cc1 (stereo unspecified)	?	-2%	-3.0%	-2%	7%	0%	1%	1%
CCOc1cc(C2C(C(=O)N3CCOCC3)=C(C)NC3=C2C(=O)CCC3)ccc1O (stereo unspecified)	?	0%	1.5%	i	2%[46.1 µM]	24%[38.3 µM]	-3%	-5%
CCC(CC)NC(=O)CSc1nnc(-c2c[nH]c3ccccc23)o1	3%	1%	-1.1%	5%	-5%	-2%	-2%	-1%
O=[N+]([O-])c1ccc(C2=Nn3c(nnc3-c3ccc(Cl)cc3)SC2)o1	·	4%[14.2 µM]	·	·	·	13%	-2%[7.66 µM]	-6%[9.22 µM]
Cc1ccc(N2C(N)=C(C#N)C(c3cccnc3)C3=C2CC(C)(C)CC3=O)cc1 (stereo unspecified)	?	-2%	-8.7%	-6%	-8%[46.1 µM]	6%	5%	6%
c1ccc2[nH]c(SCc3cscn3)nc2c1	-2%	9%	0.0%	-9%	3%[46.1 µM]	21%[38.3 µM]	-3%	?
CN1C(=S)NC(C)(C)CC1(C)c1ccc(O)cc1O (stereo unspecified)	0%	4%	-1.9%	-1%	12%	-3%	0%	12%
O=C(CSc1nnc(-c2ccncc2)n1-c1ccccc1Cl)Nc1ccc(C(=O)O)cc1	3%	4%	-4.9%	-3%	17%	1%	2%	-28%
CC1(C)C(=O)Nc2ccccc2N1C(=O)CN1C(=O)C(=O)N(C2CCCC2)C1=O	1%	-1%	3.3%	i	8%	20%	-1%	1%
CN=C(Nc1ccccc1)SC1CC(=O)N(c2ccc(C(=O)OC)cc2)C1=O (stereo unspecified)	10%	-2%	8.0%	-11%	-12%[46.1 µM]	13%[38.3 µM]	0%	-10%
CCC(C)(C(=O)NC1CCCCC1)N(Cc1ccco1)C(=O)CC1NC(=O)NC1=O (stereo unspecified)	-4%	5%	-1.0%	-5%	-1%[46.1 µM]	6%[38.3 µM]	2%	0%
OC(CNCc1ccccc1C(F)(F)F)C(F)(F)F (stereo unspecified)	-2%	-12%	-0.3%	6%	14%	-11%	1%	1%
CCN(CC)S(=O)(=O)c1cccc(-c2nnc(SC(C)C(N)=O)n2CCc2ccccc2)c1 (stereo unspecified)	-8%	-7%	-1.0%	-4%	-17%[46.1 µM]	11%[38.3 µM]	-2%	4%
Cc1ccc(C(=O)N(CC(=O)NC2CCCC2)c2ccccc2C)s1	-2%	-12%	-0.1%	-12%	-11%	6%	2%	7%
O=C(Nc1ccccc1)c1cc2c(=O)c3ccccc3oc2nc1C(F)(F)F	-2%	5%	-1.1%	-1%	?	?	-6%	-19%
COc1cc(NC(=O)c2cnc(N)s2)cc(C(=O)Nc2cccc(C(F)(F)F)c2)c1	20µM*	6%	-1.1%	i	3%	·	·	·

Three successive entries from above, quoted:
SMILES	KDM4E inh	GoLoco inh red	Epigenetic reg	RECQ1 helicase	NPSR antagonist	IMPase Li inh	KinaseGlo FLuc	SMN2 splice enh
Cc1ccnc(NS(=O)(=O)c2ccc(NC(=O)c3ccc([N+](=O)[O-])s3)cc2)n1	-12%	6%	1.1%	13%	-1%	10%	0%	-80%
O=C(NC(=S)Nc1ccccc1)c1cc(-c2ccccc2)nc2ccccc12	?	-3%	3.6%	-2%	4%[46.1 µM]	?	-5%	20%
Cc1ccccc1NC(=O)c1c(C)nn(-c2ccccc2)c1Cl	5%	-17%	5.2%	-3%	-5%	-4%	-5%	-6%

An excerpt from above in order of their number in Epigenetic reg, rising.
| molecule | Epigenetic reg |
| --- | --- |
| c1ccc2[nH]c(SCc3cscn3)nc2c1 | 0.0% |
| O=C(CN1C(=O)c2cccc3cccc(c23)C1=O)NCCN1CCOCC1 | 0.3% |
| Cc1oc(C)c2c(=O)ccc3c(c12)OC(N)=C(C#N)C3c1ccc(F)cc1 (stereo unspecified) | 0.4% |

Screening data as filed in PubChem.
